# ROS inducer = inducers of reactive oxygen species in cancer cells | AID 624156 | 2% of 46,000 active | U2OS ROS induction, H2DCF-DA fluorescence | ROS induction (% of piperlongumine), % at 10 µM; in the data active means ROS induction above about 79%, passing the limit was not always enough; inconclusive means no clear call, values can overlap the other calls;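 further: 0% = DMSO vehicle median and 100% = reference compound median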
# Numbers without * were called inactive; u = inconclusive. The list is partial; rates above refer to the full screens.
Structure	ROS inducer
C[C@H](CO)N1C[C@H](C)[C@@H](CN(C)C(=O)Nc2cccc3ccccc23)OCc2cn(nn2)CCCC1=O	-4.4
CCCc1nc(C)c2c(=O)[nH]c(-c3cc(S(=O)(=O)N4CCN(CC)CC4)ccc3OCC)nn12	133.8*
CNC(=O)c1ccc2snnc2c1	-7.7
C[C@@H]1CN([C@@H](C)CO)C(=O)c2cccc(NS(=O)(=O)c3ccc(Cl)cc3)c2O[C@H]1CN(C)C	-3.0
COc1cc2ncnc(Nc3ccc(Oc4ccccc4)cc3)c2cc1OC	42.9
O=C(Nc1ccc(Cl)c(Cl)c1)N(CCCN1CCOCC1)Cc1cccnc1	-3.3
COC(=O)CCCCCCC(=O)N/N=C/c1ccc(C(=O)O)cc1	4.6
CC(C)(C)NC(=O)C[n+]1cccc(/C=N/O)c1	-9.6
Cc1ccn2cc(CCNS(=O)(=O)c3ccc(Cl)s3)nc2c1	0.2
CC(=O)c1c(C)cc(C)c(CSc2nnc(-c3ccco3)o2)c1C	-13.9
Cc1cc(OCC(=O)Nc2cccc(-c3nnc(-c4ccccc4)o3)c2)cc(C)c1Cl	39.6
COc1ccc(CNC(=S)Nc2ccccc2)cc1	-22.9
C[C@@H]1CN([C@H](C)CO)C(=O)c2cc(NS(C)(=O)=O)ccc2O[C@H]1CN(C)S(=O)(=O)c1ccc(F)cc1	1.0
C[C@@H]1CN([C@H](C)CO)C(=O)Cc2cc(NC(=O)CCCCCC(=O)Nc3ccccc3N)ccc2O[C@H]1CN(C)Cc1ccc(Cl)c(Cl)c1	60.2
COc1ccc(NC(=O)N(C)C[C@H]2OCCCC[C@@H](C)Oc3ccc(NC(=O)Nc4ccccc4)cc3C(=O)N([C@H](C)CO)C[C@@H]2C)cc1	21.2
O=C(NCc1ccccc1)NC1CCS(=O)(=O)C1 (stereo not drawn)	-10.9
O=C(CCCCCC(=O)Nc1ccccc1O)N/N=C/c1ccc(O)cc1O	17.0
OCCCc1n[nH]c(=S)n1-c1ccccc1	-3.8
C[C@@H]1CCCCO[C@@H](CN(C)S(=O)(=O)c2ccccc2)[C@@H](C)CN([C@H](C)CO)C(=O)c2cc(NC(=O)C3CCCCC3)ccc2O1	71.9
O=C(COc1cc(Cl)c(Cl)cc1Cl)Nc1ncn[nH]1	-4.0
O=S(=O)(/N=C(\Oc1ccccc1)c1ccccc1)c1ccc(Br)cc1	15.6
COc1ccccc1NC(=O)C(NC(=O)c1ccccc1NC(=O)c1ccccc1)C(C)C (stereo not drawn)	97.5*
C[C@@H]1CN([C@H](C)CO)C(=O)Cc2cc(NS(=O)(=O)c3ccc(F)cc3)ccc2O[C@H]1CN(C)C(=O)Nc1ccc(C(F)(F)F)cc1	-13.3
Cc1ccc(NC(=O)CSc2nc3ccccc3c(=O)n2-c2cccc(C(F)(F)F)c2)c(C)c1	-1.0

# Among those listed so far, 4 have an aryl methoxy group:
Structure	ROS inducer
COc1cc2ncnc(Nc3ccc(Oc4ccccc4)cc3)c2cc1OC	42.9
COc1ccc(CNC(=S)Nc2ccccc2)cc1	-22.9
COc1ccc(NC(=O)N(C)C[C@H]2OCCCC[C@@H](C)Oc3ccc(NC(=O)Nc4ccccc4)cc3C(=O)N([C@H](C)CO)C[C@@H]2C)cc1	21.2
COc1ccccc1NC(=O)C(NC(=O)c1ccccc1NC(=O)c1ccccc1)C(C)C (stereo not drawn)	97.5*

# Other structures follow:
Structure	ROS inducer
COc1ccc(CCNC(=O)CSc2nc(C)cc(C)n2)cc1OC	-15.9
C[C@H](CO)N1C[C@H](C)[C@H](CN(C)C(=O)Nc2ccc(F)cc2)Oc2c(NC(=O)NC3CCCCC3)cccc2C1=O	3.7
COc1ccc(CN(C)C[C@H]2Oc3c(NC(=O)Nc4ccc(F)cc4)cccc3C(=O)N([C@H](C)CO)C[C@@H]2C)cc1	13.9
C[C@@H]1CN([C@H](C)CO)C(=O)c2cc(NC(=O)Nc3ccccc3)ccc2O[C@H]1CN(C)Cc1ccc(C(F)(F)F)cc1	27.1
Cc1noc(C)c1S(=O)(=O)Nc1ccc2c(c1)C(=O)N([C@@H](C)CO)C[C@H](C)[C@H](CN(C)S(=O)(=O)c1ccc(F)cc1)O2	-6.8
O=C(N/N=C/c1c[nH]c2ccccc12)c1ccccn1	20.1
C[C@H](CO)N1C[C@H](C)[C@@H](CN(C)Cc2ccc(-c3ccccc3)cc2)Oc2ccc(NC(=O)Cc3ccccc3)cc2C1=O	273.6*
C[C@H](CO)N1C[C@H](C)[C@H](CN(C)Cc2ccc(Cl)c(Cl)c2)Oc2c(NC(=O)Nc3cccc4ccccc34)cccc2C1=O	55.6
Cc1ccc(C(=O)N2CC(C)CC(C)C2)cc1 (stereo not drawn)	1.9
Cc1cc(=O)[nH]c(SCCCOc2ccc(C(C)C)c(C)c2)n1	7.9
O=C(O)CCN1C(=O)C2C3c4ccccc4C(c4ccccc43)C2C1=O (stereo not drawn)	7.9
C[C@@H]1CN([C@H](C)CO)C(=O)c2cc(NC(=O)CCC(F)(F)F)ccc2O[C@H]1CN(C)C	-3.1
COc1cc(NC(=O)c2ccc3c(SCC(=O)O)c4c(nc3c2)CCC4)cc(OC)c1OC	4.4
C[C@@H]1CN([C@H](C)CO)C(=O)Cc2cc(NS(=O)(=O)c3ccc(Cl)cc3)ccc2O[C@@H]1CN(C)Cc1ccc(Cl)c(Cl)c1	8.7
Cc1ccc(S(=O)(=O)Nc2ccc3c(c2)CC(=O)N([C@@H](C)CO)C[C@@H](C)[C@@H](CN(C)C(=O)Nc2ccc4c(c2)OCO4)O3)cc1	6.9
C[C@H](CO)N1C[C@H](C)[C@H](CN(C)CC2CC2)Oc2ccc(NS(=O)(=O)c3cn(C)cn3)cc2C1=O	-5.1
O=C(COc1ccccc1Br)Nc1ccc(C(=O)OC2CCCCC2)cc1	-2.1
C[C@@H]1CN([C@@H](C)CO)C(=O)c2cc(NC(=O)NC3CCCCC3)ccc2O[C@H]1CN(C)Cc1ccc(C(F)(F)F)cc1	-9.5
CCN(CC)C(=O)Cn1cc(SCC(=O)N(C(C)C)C(C)C)c2ccccc21	-15.2
CCC(C)c1ccc(OCC(=O)Nc2cccc(-c3nc4ncccc4o3)c2C)cc1 (stereo not drawn)	28.7
C[C@@H]1CN([C@H](C)CO)C(=O)c2cccc(NC(=O)c3cnccn3)c2O[C@H]1CN(C)C(=O)Nc1ccc2c(c1)OCO2	-2.7
O=C(CSc1ccccn1)Nc1ccccn1	24.5
Cc1ccc(N(C(C)C(=O)Nc2ccc(C(F)(F)F)cc2)S(C)(=O)=O)cc1 (stereo not drawn)	-17.9
C[C@@H]1CN([C@H](C)CO)C(=O)c2cccc(NC(=O)c3cnccn3)c2O[C@H]1CN(C)S(C)(=O)=O	7.2
COc1ccc(CC(=O)N2c3ccccc3CCc3ccccc32)cc1	-11.4
Cc1noc(C)c1NC(=O)N(C)C[C@H]1Oc2ccc(NC(=O)NC3CCCCC3)cc2C(=O)N([C@H](C)CO)C[C@H]1C	2.1
O=C(OCC1OC(Oc2ccc(O)cc2COC(=O)C2(O)C(O)CCC2(O)C(=O)O)C(O)C(O)C1O)c1ccccc1 (stereo not drawn)	-4.1
O=C(NO)c1cccc(C(=O)N/N=C/c2ccc3ccccc3c2)c1	-7.4
Cn1c(SCC(=O)Nc2ccc(C(=O)O)cc2)nnc1-c1ccncc1	-1.6
C[C@H]1CN([C@@H](C)CO)C(=O)c2cccc(NC(=O)C3CC3)c2O[C@H]1CN(C)Cc1ccc(C(=O)Nc2ccccc2N)cc1	-4.7
COc1ccc(S(=O)(=O)N(C)C[C@H]2Oc3c(NS(=O)(=O)c4ccccc4)cccc3C(=O)N([C@H](C)CO)C[C@H]2C)cc1	-9.7
Cc1cc(OCC(=O)Nc2ccccc2C(=O)Nc2ccccc2)ccc1Cl	4.2
COc1cccc(-n2nnnc2SCC(=O)Nc2ccccc2OC)c1	-17.5
C[C@@H]1CN([C@@H](C)CO)C(=O)c2cccc(NC(=O)Nc3ccc(C(F)(F)F)cc3)c2O[C@H]1CN(C)S(=O)(=O)c1ccccc1	6.8
CC(C)NC(=O)N(C)C[C@H]1Oc2c(NS(=O)(=O)c3cccs3)cccc2C(=O)N([C@@H](C)CO)C[C@@H]1C	-5.5
Cc1cccc(NC(c2ccccc2[N+](=O)[O-])c2ccc3ccc(C)nc3c2O)n1 (stereo not drawn)	5.0
C[C@H]1CN([C@@H](C)CO)C(=O)c2cc(NS(=O)(=O)c3cccs3)ccc2O[C@@H]1CN(C)S(C)(=O)=O	-12.4
C[C@H]1CN([C@@H](C)CO)C(=O)Cc2cc(NC(=O)NC3CCCCC3)ccc2O[C@H]1CN(C)Cc1ccccc1	12.2
CC(C)c1ccc(NC(=O)NN2CCOCC2)cc1	-18.1
COc1ccc(NC(=O)Nc2ccc3c(c2)C(=O)N([C@H](C)CO)C[C@@H](C)[C@@H](CN(C)C(=O)Nc2ccc(C(F)(F)F)cc2)O3)cc1	11.2
C[C@@H]1CN([C@@H](C)CO)C(=O)c2cccc(NC(=O)c3cnccn3)c2O[C@@H]1CN(C)C(=O)Nc1ccc(F)cc1	-7.1
CCN(CC)S(=O)(=O)c1ccc(NC(=O)COc2ccc(Cl)cc2Cl)cc1	23.5
Cc1ccc(S(=O)(=O)N(C)CC(=O)Nc2cccc(Cl)c2)cc1	-4.5
C[C@@H]1CN([C@@H](C)CO)C(=O)c2cc(NS(=O)(=O)c3ccc(F)cc3)ccc2O[C@@H]1CN(C)S(=O)(=O)c1ccccc1	-0.3
C[C@H]1CN([C@@H](C)CO)C(=O)Cc2cc(NS(=O)(=O)c3cccs3)ccc2O[C@@H]1CN(C)S(=O)(=O)c1ccc(F)cc1	-1.6
CCn1c(SCC(=O)N2CCN(c3ccccc3)CC2)nnc1-c1ccccc1O	-8.0
Cc1nc(CS(=O)(=O)c2ccccn2)sc1C(=O)NN	-0.6
O=C(NC1CCCC1)c1ccc2c(c1)sc1nc(-c3ccccc3)cn12	66.1
CCOC(=O)c1ccc(NC(=O)CN2C(=O)C3C4C=CC(C5CC45)C3C2=O)cc1 (stereo not drawn)	-2.9
C[C@@H]1CCCCO[C@H](CN(C)C(=O)Nc2ccc(F)cc2)[C@@H](C)CN([C@H](C)CO)C(=O)c2cc(NS(=O)(=O)c3ccc(Cl)cc3)ccc2O1	26.8
O=C(Cn1cnc([N+](=O)[O-])n1)Nc1c(Cl)cccc1Cl	-28.3
COc1ccc(NC(=O)Nc2ccc3c(c2)CC(=O)N([C@@H](C)CO)C[C@H](C)[C@@H](CN(C)Cc2ccccc2)O3)cc1	26.0
C[C@@H]1CN([C@@H](C)CO)C(=O)c2cc(NC(=O)C3CCCCC3)ccc2O[C@@H]1CN(C)S(=O)(=O)c1ccc(Cl)cc1	0.5
Cc1nc2sccn2c(=O)c1CCN1CCC(=C(c2ccc(F)cc2)c2ccc(F)cc2)CC1	43.2
COc1ccc(S(=O)(=O)N(C)C[C@H]2Oc3ccc(NC(=O)Nc4ccc(C(F)(F)F)cc4)cc3C(=O)N([C@@H](C)CO)C[C@@H]2C)cc1	34.9
C[C@H]1CN([C@@H](C)CO)C(=O)c2cc(NC(=O)NC3CCCCC3)ccc2O[C@@H]1CN(C)C(=O)NC1CCCCC1	-4.8

# (more compounds)
Structure	ROS inducer
C[C@@H]1CN([C@H](C)CO)C(=O)c2cc(NS(=O)(=O)c3cn(C)cn3)ccc2O[C@@H]1CN(C)S(=O)(=O)c1ccc(F)cc1	-9.9
COc1ccccc1CN(C)C[C@H]1OCc2cnnn2CCCC(=O)N([C@H](C)CO)C[C@@H]1C	2.9
C[C@H]1CN([C@@H](C)CO)C(=O)c2cccc(NC(=O)C3CCCCC3)c2O[C@@H]1CN(C)S(C)(=O)=O	-6.4
COc1ccc2c(=O)c(-c3ccccc3C)c(C(F)(F)F)oc2c1	9.3
C[C@@H]1CN([C@H](C)CO)C(=O)CCCn2nncc2CO[C@@H]1CN(C)S(=O)(=O)c1cccc(C#N)c1	-3.0
COCCOC(=O)N1C(=O)[C@@]2(c3cc(C#CCC(C(=O)OC)C(=O)OC)ccc31)[C@H](C(N)=O)[C@H]1C(=O)O[C@H](c3ccccc3)[C@H](c3ccccc3)N1[C@@H]2c1ccc(OCCO)cc1	u
C[C@H]1CN([C@@H](C)CO)C(=O)c2cc(NS(=O)(=O)c3ccc(Cl)cc3)ccc2O[C@H]1CN(C)Cc1ccncc1	-9.6
COc1cc(O)cc(C2=C(C)CC(O)C2=O)c1 (stereo not drawn)	-6.8

# Two compounds drawn at random from the list so far:
Structure	ROS inducer
C[C@H]1CN([C@@H](C)CO)C(=O)c2cc(NS(=O)(=O)c3ccc(Cl)cc3)ccc2O[C@H]1CN(C)Cc1ccncc1	-9.6
OCCCc1n[nH]c(=S)n1-c1ccccc1	-3.8

# Further entries.
Structure	ROS inducer
Cc1ccccc1CN(C)C[C@@H]1OCc2cnnn2CCCC(=O)N([C@@H](C)CO)C[C@@H]1C	12.6
Cc1cc(OCC(=O)Nc2ccc(-c3nc4ccccc4s3)c(O)c2)ccc1Cl	-6.7
CC(=O)Nc1ccc(NC(=O)CCCN2C(=O)c3ccccc3C2=O)cc1	-16.0
COc1cc(/C=N/NC(=O)CCCCCC(=O)O)c([N+](=O)[O-])cc1OC	-4.7
C=CCN1C(=O)NC(C)(C)C1=O	0.0
Cc1noc(C)c1NC(=O)Nc1ccc2c(c1)CC(=O)N([C@@H](C)CO)C[C@H](C)[C@@H](CN(C)Cc1ccc(Oc3ccccc3)cc1)O2	21.7
CC(=O)Nc1ccccc1NC(=O)COc1ccc2ccccc2c1Br	9.3
COc1ccc(S(=O)(=O)N(C)C[C@@H]2Oc3ccc(NC(=O)NC(C)C)cc3CC(=O)N([C@H](C)CO)C[C@H]2C)cc1	-4.5

# Bioassay records as filed in PubChem BioAssay.
